# Sm TGR block: inhibitors of Schistosoma mansoni thioredoxin glutathione reductase | Q962Y6 | purified TGR, DTNB reduction, TNB absorbance 405 nm | Potency, µM (doses to about 114 µM), for the others: top-dose activity change, negative = inhibition, usual class: inhibitors | 360,000 compounds, 3% hits; further: potency means the concentration at half of the fitted maximal effect; nearly all actives have a fitted effect of over 60% in size
#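 TGR 20 nM + NADPH 100 uM (dispensed conc.), cpd preinc 15 min RT; start with NADPH (500 uM addition) then DTNB (15 mM addition). Kinetic TNB absorbance, 405 nm filter. Four-parameter Hill fit across titration.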
# AmpC no deterg: blocks E. coli AmpC beta-lactamase in detergent-free assay; 330,000 compounds, 0.52% hits; Potency, µM (top dose mostly 57.1 µM), for the others: top-dose activity change, negative = inhibition, actives largely listed as inhibitors; P00811; AmpC nitrocefin hydrolysis, absorbance 480 nm, 0.0001% Triton;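 further: potency means the concentration at half of the fitted maximal effect; plate controls were no compound for no effect and no enzyme for full effect; nearly all actives have a fitted effect of over 20% in size; some results filed as inactive show a strong effect at the top dose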
# Target sequence (P00811 whole entry, looked up): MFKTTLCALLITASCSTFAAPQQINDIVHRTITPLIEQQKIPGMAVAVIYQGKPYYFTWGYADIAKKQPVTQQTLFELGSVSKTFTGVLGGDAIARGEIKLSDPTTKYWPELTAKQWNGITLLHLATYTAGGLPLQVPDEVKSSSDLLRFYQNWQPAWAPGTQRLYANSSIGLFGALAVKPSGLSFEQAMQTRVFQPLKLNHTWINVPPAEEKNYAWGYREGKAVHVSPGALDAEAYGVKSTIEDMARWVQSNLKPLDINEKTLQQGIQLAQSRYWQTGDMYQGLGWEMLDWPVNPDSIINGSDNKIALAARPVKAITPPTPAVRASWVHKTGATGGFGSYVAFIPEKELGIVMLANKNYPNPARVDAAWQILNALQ
#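 AmpC (5.3 nM in the dispensed reagent) in 20 mM phosphate pH 7.0 with 0.01% (detergent screen) or 0.0001% Triton X-100 was preincubated with compounds for 15 min at room temperature. Nitrocefin was then added from an 800 uM solution, and hydrolysis was followed at 480 nm.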
# HCMV antiviral: inhibitors of human cytomegalovirus; HFF cells, HCMV-luciferase reporter, 72 h; hits give low values; activity change, negative = inhibition, % at 57.5 µM; 410,000 compounds, 4.5% hits; in the data active means activity change below about -60%; inconclusive means no clear call, values can overlap the other calls; inactive means above about -39%
#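 Two-dose cell screen: HFF monolayers treated with compounds and infected with luciferase-expressing HCMV at 1 PFU/cell, 72 h at 37C, then lysed for luciferase measurement.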
# AMA1-RON2 inh: disrupts binding of P. falciparum AMA1 to RON2; AlphaScreen AMA1-biotinylated RON2 peptide binding; Potency, µM (series often up to 58.2 µM), without a hit: top-dose activity change, negative = inhibition, most hits filed as inhibitors; 360,000 compounds, 0.2% hits; AID 720542;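 further: potency means the concentration at half of the fitted maximal effect; 0% = vehicle wells and -100% = peptide control; nearly all actives have a fitted effect of over 45% in size; some results filed as inactive show a strong effect at the top dose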
#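 AMA1 (3D7) with his tag at 25 nM final met compounds first, then biotinylated RON2 peptide at 25 nM; detection used donor plus acceptor beads, 10 µg/mL apiece, read by AlphaScreen after 30 min at room temperature.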
# FBPA Giardia inh: blocks Giardia fructose-bisphosphate aldolase activity | purified Giardia FBPA | Potency, µM (doses to about 59.6 µM), inactives show at the top dose activity, negative = inhibition, most hits filed as inhibitors | 290,000 compounds, 0.71% hits; further: potency means the concentration at half of the fitted maximal effect; nearly all actives have a fitted effect of over 55% in size
# Target sequence (A8B2U2 whole entry, looked up): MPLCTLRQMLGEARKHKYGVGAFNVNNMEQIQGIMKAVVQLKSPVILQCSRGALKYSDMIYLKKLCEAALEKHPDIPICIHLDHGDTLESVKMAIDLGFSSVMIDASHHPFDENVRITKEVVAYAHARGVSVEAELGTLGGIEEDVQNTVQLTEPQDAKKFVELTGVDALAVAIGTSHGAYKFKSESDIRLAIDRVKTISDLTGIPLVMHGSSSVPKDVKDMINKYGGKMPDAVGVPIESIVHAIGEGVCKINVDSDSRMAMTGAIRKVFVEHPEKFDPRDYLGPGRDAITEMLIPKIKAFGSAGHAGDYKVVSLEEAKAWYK
#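 40 nM FBPA preincubated 10 min at RT with compound (up to 57.5 uM final), then substrate plus GAPDH/TPI/NAD/arsenate coupling and diaphorase/resazurin added. Fluorescence read after 20 min at RT, 525/598 nm.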
# AmpC inh detg: AmpC beta-lactamase inhibition with detergent present; 370,000 compounds, 0.041% hits; AmpC hydrolysis of nitrocefin, absorbance 480 nm, 0.01% Triton; Potency, µM (top dose mostly 114 µM), without a hit: top-dose activity change, negative = inhibition, most hits filed as inhibitors; AID 485294;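 further: potency means the concentration at half of the fitted maximal effect; 0% = no-compound wells and -100% = no-enzyme wells; nearly all actives have a fitted effect of over 25% in size; some results filed as inactive show a strong effect at the top dose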
#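 20 mM phosphate pH 7.0 + 0.01% (detergent screen) or 0.0001% Triton X-100; 5.3 nM AmpC reagent; cpd preinc 15 min RT; nitrocefin (800 uM stock) to start; A480 q20 s × 4 min; Activity was normalised to no-enzyme and no-compound control wells.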
# * hit, by the source's call; ? = inconclusive; / = no result given; [ ] = another dose, or the depositor's remark. Unless noted, the call rests on the fitted dose curve; in most records, active means well fitted curve in the direction sought with a large enough effect; inconclusive means small, poorly fitted or top-dose-only effect, or another doubt; inactive means no such curve, though single readings can be large; an effect the other way counts as inactive or inconclusive. Unless noted, on the % scale 0 is the no-effect control and ±100 the full control effect.
# Order of values: FBPA Giardia inh	Sm TGR block	AMA1-RON2 inh	AmpC inh detg	AmpC no deterg	HCMV antiviral
CCN(CC)c1ccc(C2C(C(N)=O)=C(C)Nc3ncnn32)cc1 (stereo unspecified)
→ /	-3%	/	-5%	/	4
CC(=O)[C@@H]1[C@@H](C(=O)c2ccc(C)cc2)[C@]2(C(=O)Nc3ccccc32)[C@H]2C=Cc3cc(F)ccc3N12
→ ?	?	-4%	-8%	37%	38
COC(=O)c1cc2oc3ccccc3c2n1Cc1nc(-c2ccccc2Cl)oc1C
→ /	-1%	/	-7%	/	12
CCOc1ccc(NC(=O)C2C3CCC4C(CCC32)C4(Cl)Cl)cc1 (stereo unspecified)
→ 1%	?	2%	-9%	-5%[2.29 µM]	?
c1cnc2nc(CSc3ncn[nH]3)cn2c1
→ -23%	-31%	5%	1%	-2%	?
COc1ccc(C2C3=C(CC(C)(C)CC3=O)Nc3c2c(=O)n(C)c(=O)n3C)cc1OC (stereo unspecified)
→ 1%	-6%	0%	1%	9%	57
COc1ccc(/C(N)=N/OC(=O)COc2ccccc2Cl)cc1
→ 4%	-1%	18%	?	-13%	-13
Cc1noc(NS(=O)(=O)c2ccc(N/C=C\C(=O)c3ccc4c(c3)OCO4)cc2)c1C
→ 15%	-15%	-3%	0%	-44%	7
Cc1cccc(C(=O)NC(=S)Nc2ccc(S(=O)(=O)N(C)c3ccccc3)cc2)c1
→ -7%	-7%	18%	-3%	-27%	?
COc1ccc(N2C(=O)CSC2c2ccccc2[N+](=O)[O-])cc1 (stereo unspecified)
→ 3%	6%	-14%	6%	-7%	14
Cc1ccc(S(=O)(=O)N2Cc3ccccc3CC2C(=O)NC(C)(C)C)cc1 (stereo unspecified)
→ -4%	-21%	-1%	?	-12%	0
CC(=O)c1ccc(NC(=O)COC(=O)c2ccccc2Sc2ccccc2C#N)cc1
→ 4%	-18%	-2%	?	-16%	-12
CCCCCC(=O)OC(CN1CCCCCC1)CN1CCCC1=O (stereo unspecified)
→ -1%	9%	-1%	1%	-5%	5
CC(C)Oc1cccc(NC(=O)c2cccn(Cc3ccc4c(c3)OC(F)(F)O4)c2=O)c1
→ 6%	7%	24%	-2%	39%	31
CC(C)C[C@@]12C(=O)N(c3cccc(F)c3)C(=O)N1[C@H](c1ccc(F)cc1)[C@@H]1C(=O)N(C3CCCCC3)C(=O)[C@@H]12
→ /	3%	-9%	?	13%	-26
Cc1ccc(C(=O)Nc2c(C)nc3ccccn3c2=O)cc1C
→ /	6%	/	25%	/	0
Cc1ccccc1CCNCc1ccc(Br)cc1
→ -5%	4%	0%	2%	-40%	?
O=C(c1ccccc1)n1nc(-c2ccco2)nc1NCc1ccccc1Cl
→ /	-19%	/	-4%	/	11
COc1cc(CNC(C)(C)C)cc(Br)c1OCc1cccs1
→ -5%	1%	-4%[11.6 µM]	1%	-4%	?
O=C1c2ccccc2NC2(CCCCC2)N1N=C1CCCCC1
→ 8%	3%	-3%	2%	-9%	2
Cc1nn(C)c(C)c1S(=O)(=O)N1CCc2ccccc21
→ -2%	0%	39%[activator]	?	-4%	33
COC(CN(C)C(=O)c1ccc(CS(=O)(=O)c2ccccc2C)o1)OC
→ 3%	50µM*	-3%	4%	-4%	-15
C=CC[n+]1c(-c2ccc(Cl)cc2Cl)csc1Nc1c(C)n(C)n(-c2ccccc2)c1=O
→ -25%	/	-30%	1%	97%[activator]	-87*
COc1ccccc1OCc1csc(NC(=O)c2ccco2)n1
→ 1%	-28%	0%	-6%	-22%	?
Cc1csc(NC(=O)CCc2c(C)nc3cc(-c4cccc(F)c4)nn3c2C)n1
→ 1%	-3%	4%	-13%	-24%	-20
O=C(/C(=C(\O)c1ccccc1)c1nc2ccccc2[nH]1)c1ccccc1
→ -3%	-1%	34%[activator]	2%	-45%	87
O=C(CCNS(=O)(=O)c1ccccc1F)NC1CCCCCC1
→ /	-2%	0%	-17%	-19%	20
CSc1ncccc1C(=O)Nc1nccs1
→ -18%	-5%	25%	-4%	-21%	?
C[C@H](CO)N1C[C@H](C)[C@@H](CN(C)C(=O)NC2CCCCC2)Oc2c(NS(=O)(=O)c3ccc(F)cc3)cccc2C1=O
→ /	/	61%[activator]	/	272%[activator]	27
CCOC(=O)c1c(C)[nH]c(C)c1S(=O)(=O)NCC(=O)Nc1cccc(C(F)(F)F)c1
→ /	21%	/	1%	/	-5

# Next records follow:
# Order of values: FBPA Giardia inh	Sm TGR block	AMA1-RON2 inh	AmpC inh detg	AmpC no deterg	HCMV antiviral
CCC(=O)N1CCN(c2ccc(NC(=S)NC(=O)C(C)C)cc2)CC1
→ 3%	-26%	-2%	0%	-9%	3
COCCN(C(=O)CC1OC(=O)c2ccccc21)c1c(N)n(Cc2ccccc2)c(=O)[nH]c1=O (stereo unspecified)
→ /	4%	-7%	-15%	-7%	0
CCOc1ccc(OCc2ccc(C(=O)Nc3cccnc3)cc2)cc1
→ /	-14%	3%	-10%	23%	4
Cc1ccccc1NC(=O)C1CCN(C2=NS(=O)(=O)c3ccccc32)CC1
→ 8%	7%	0%	-1%	-9%	36
CCC1CCCCN1C(=O)COc1ccc2c3c(c(=O)oc2c1)CCC3 (stereo unspecified)
→ /	-4%	6%	3%	-11%	-34
COc1ccc(F)cc1S(=O)(=O)N1CCCCC1
→ 2%	-1%	10%	-10%	-4%	?
CC(C)Cn1c(-c2ccc(S(=O)(=O)N3CCOCC3)cc2)csc1=Nc1cc(Cl)ccc1Cl
→ /	-10%	/	5%	/	0
c1ccc(-c2nn3c(-c4ccccc4)nnc3s2)cc1
→ 12%	0%	-11%	-4%	-11%	-28
O=C(Nc1cc([N+](=O)[O-])ccc1N1CCCC1)c1cccs1
→ /	-30%	-3%	-1%	-29%	-6
O=C(CN(CCc1ccccc1)S(=O)(=O)c1ccc(Cl)cc1)N/N=C/c1ccccc1C(=O)O
→ 10%	-2%	10%	-7%	-38%	-33
CC1CCC2(CC1)NC(=O)N(CC(=O)c1ccc(Cl)s1)C2=O (stereo unspecified)
→ /	-12%	24%	-10%	-27%	1
Clc1cccc(Cl)c1/C=C/c1nc2ccccc2[nH]1
→ -14%	-22%	9%	-13%	-47%	/
O=C(CC1C(=O)NCCN1Cc1ccccc1)NCCC1=CCCCC1 (stereo unspecified)
→ /	?	14%	1%	30%	23
Cc1ccc2nc(N3C(=O)C(O)=C(C(=O)c4cc5ccccc5o4)C3c3cccs3)sc2c1 (stereo unspecified)
→ -30%	?	12%	-1%	-41%	/
COc1cc2c(cc1OC)C(C(=O)NCC1COc3ccccc3O1)C(c1cccnc1)N(C)C2=O (stereo unspecified)
→ -1%	2%	3%	-1%	4%	24
CCOC(=O)c1c[nH]c2c(C(F)(F)F)cccc2c1=O
→ -15%	18%	19%	4%	-6%	-38
Cc1ccc(C(=O)COC(=O)c2ccccc2NC(=O)c2ccccc2)cc1[N+](=O)[O-]
→ 7%	-9%	-12%	?	-49%	?
CCN(CC)c1cc(C)c2cc(NC(=O)c3ccc(Br)o3)ccc2n1
→ -14%	-25%	-23%	-10%	83%[activator]	?
O=S(=O)(/N=C/c1ccccc1O)c1cccs1
→ -2%	1%	1%	?	-10%	31
N#Cc1ccccc1OCC(=O)N1CCN(C(=O)c2ccco2)CC1
→ 14%	-9%	-2%	-8%	-2%	2
CCN1CCC(NC(=O)Nc2cccc(C(F)(F)F)c2)CC1
→ 0%	19%	-2%	5%	-9%	-13
O=C(COc1ccc(F)cc1)N1CCCc2ccccc21
→ -1%	55%[activator]	15%	?	-19%	?
O=C(c1c[nH]c(C(=O)C(Cl)(Cl)Cl)c1)c1ccc(F)cc1F
→ -4%	-9%	5%	-4%	-26%	?
CCSc1nnc(NC(=O)Cc2ccccc2OC)s1
→ 1%	-4%	4%	-7%	-13%	13
CC(=O)N/N=C(\C)c1cccc(NC(=O)c2cccs2)c1
→ -2%	-6%	14%	-5%	-33%	-8
CCOC(=O)C1=c2/c(=C/c3ccccc3OC)c(N)c(C#N)n2C(=O)C(c2ccccc2OC)S1 (stereo unspecified)
→ 6%	-10%	/	2%	-23%	/
Cc1ccc2cc(CCNS(=O)(=O)c3ccc(F)cc3)c(=O)[nH]c2c1
→ 20%	0%	-7%	?	-30%	-32
Cc1noc(C)c1COc1ccccc1C(=O)N(C)CC(=O)Nc1cccc(F)c1
→ /	5%	0%	?	-3%	-19
CC1CCCCC12NC(=O)N(CC(=O)Nc1sc3c(c1C(N)=O)CCC3)C2=O (stereo unspecified)
→ -4%	-26%	-2%	-6%	-2%	6
Cc1ccc(S(=O)(=O)Oc2ccc(/C=C(/NC(=O)c3ccccc3)C(=O)NC(C)C(=O)O)cc2)cc1 (stereo unspecified)
→ 11%	2%	-5%	3%	3%	3

# Further structures
# Order of values: FBPA Giardia inh	Sm TGR block	AMA1-RON2 inh	AmpC inh detg	AmpC no deterg	HCMV antiviral
COc1ccc(CCC(C)N2CCOCC2)cc1 (stereo unspecified)
→ ?	-6%	15%	?	-15%	47
Cc1ccc(OCCCn2c(-c3ccc(Cl)cc3)nc3ccccc3c2=O)cc1C
→ /	-2%	/	-6%	/	18
COc1cccc(Nc2ccc(Nc3cccc(OC)c3)nn2)c1
→ -12%	-3%	-14%	8%	-33%	-22
CN(C1CCCCC1)S(=O)(=O)c1ccc2c(c1)c(=O)c(C(=O)NCc1ccc(F)cc1)cn2C
→ /	?	/	0%	/	5
COc1ccc2oc(C(=O)N3CCN(S(=O)(=O)c4cccc([N+](=O)[O-])c4)CC3)c(C)c2c1
→ /	1%	-2%	-5%	-11%	-67*
O=C(Nc1ccc(-c2nc3ccccc3s2)c(O)c1)C1=COCCO1
→ 2%	-9%	-4%	0%	-25%	-34
CC(C)CCn1nnnc1C(c1ccccc1)N1CCN(C)CC1 (stereo unspecified)
→ -7%	-23%	1%	6%	17%	-24
CCC(=O)c1ccc(OCc2ccccc2)c(OC)c1
→ 2%	7%	23%	6%	15%	97
CN(Cc1c(C(=O)N/N=C/c2ccccc2F)nnn1-c1nonc1N)c1ccccc1
→ -2%	9%	-2%	-5%	-33%	0
Cc1ccc(C(=O)NCC(c2ccco2)S(=O)(=O)c2ccc(Cl)cc2)cc1C (stereo unspecified)
→ /	11µM*	/	-1%	/	-12
O=S(=O)(Nc1nc2ccccc2nc1Nc1ccccc1Br)c1ccccc1
→ /	14%	/	4%	/	34
O=C(O)CCSc1nnc(-c2ccc(Cl)cc2Cl)o1
→ /	-5%	/	1%	/	-76*

# Given field by field: entries from further up.
> COc1ccc(CCC(C)N2CCOCC2)cc1 (stereo unspecified)
  FBPA Giardia inh = ?
  Sm TGR block = -6%
  AMA1-RON2 inh = 15%
  AmpC inh detg = ?
  AmpC no deterg = -15%
  HCMV antiviral = 47
> Cc1ccc(OCCCn2c(-c3ccc(Cl)cc3)nc3ccccc3c2=O)cc1C
  FBPA Giardia inh = /
  Sm TGR block = -2%
  AMA1-RON2 inh = /
  AmpC inh detg = -6%
  AmpC no deterg = /
  HCMV antiviral = 18
> COc1cccc(Nc2ccc(Nc3cccc(OC)c3)nn2)c1
  FBPA Giardia inh = -12%
  Sm TGR block = -3%
  AMA1-RON2 inh = -14%
  AmpC inh detg = 8%
  AmpC no deterg = -33%
  HCMV antiviral = -22

# Assay outcomes (PubChem BioAssay)
